# E coli growth = counter-screen for AddAB inhibitors: E. coli growth inhibition; E. coli V3065 growth, OD600 absorbance, 18 h; inhibition, % at 11.9 µM; hit rate 0.27% among 330,000; AID 449728;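 active = inhibition above the campaign's mean inhibition across all tested compounds plus 3 SD, cut at about 9.9% in these data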;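 note: uninfected addAB+ strain grown without phage in ampicillin broth; 0% = DMSO wells and 100% = ciprofloxacin 0.95 µg/ml wells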
# Tat transport = E. coli Tat transport inhibition; E. coli MC4100 TorA-mCherry Tat export, fluorescence; inhibition, % at 10 µM; AID 488895; hit rate 0.036% among 340,000;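 active = mean replicate inhibition at least 50% and at least half of replicates individually reaching 50%; inconclusive = only one of the two criteria met; inactive = neither criterion met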;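 note: exported cargo escapes ClpAP degradation while cytoplasmic cargo is degraded and loses fluorescence; 0% = median of neutral control wells and 100% = median of NaSCN control wells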
# Wnt bcat act = Wnt/beta-catenin pathway activation; Wnt/beta-catenin reporter cell assay, activator, plate reader; activation, % at 9.35 µM; hit rate 1.2% among 300,000; AID 743398; in the data active = activation above about 30%, passing the limit was not always enough; inconclusive = no clear call, values can overlap the other calls;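 note: 0% = neutral control wells and 100% = positive control wells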
# MITF TRPM1 HTS = activators of MITF-driven TRPM1 promoter activity in SK-MEL-5 cells | SK-MEL-5 TRPM1-promoter luciferase, 24 h; % of positive control, neutral wells = 0 | activation, % at 12.5 µM | hit rate 0.75% among 300,000 | AID 588334;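 active = mean activation of at least 80% with every replicate also reaching 80%; inconclusive = mean reaches 80% but some replicate falls short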;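 note: 0% = neutral control wells and 100% = parthenolide positive control wells; values of inactives mirror those of a sister screen read the other way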
# phage Ecoli inh = E. coli growth loss with phage present. inhibition, % at 11.9 µM. hit rate 0.26% among 360,000. growth absorbance; in the data active = inhibition above about 11%
# CAL PDZ FP-1 = inhibitors of human CAL PDZ peptide binding; Q9HD26; purified CAL PDZ, TMR-peptide fluorescence polarization, 1 h; inhibition, % at 20 µM; hit rate 0.02% among 330,000; AID 504414;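 active = highest replicate inhibition of at least 40%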;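 note: plate controls were DMSO neutral control wells for no effect and unlabeled competitor peptide control wells for full effect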
#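 Material – purified CerCALP PDZ construct · Detection – FP readout, S and P plane fluorescence · Measure – percent inhibition from loss of millipolarization · Controls – unlabelled peptide for full inhibition, DMSO wells as neutral · Probe or stimulus – TMR-labelled reporter peptide T*-PRC34 bound in PDZ groove · Times – 1 h at RT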
# SR-BI HDL uptake = inhibitors of mouse SR-BI mediated HDL lipid uptake | ldlA[mSR-BI] CHO cells, DiI-HDL uptake fluorescence, 3 h | inhibition, % at 12.5 µM | hit rate 0.96% among 320,000;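 active = mean replicate inhibition of at least 70% and a set share of replicates each scoring 70 or more; inconclusive = meets just one of the two criteria; inactive = fails both criteria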;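 note: 0% = median of neutral control wells and 100% = median of positive control wells; values of inactives mirror those of a sister screen read the other way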
# Target sequence (Q61009 whole entry, looked up): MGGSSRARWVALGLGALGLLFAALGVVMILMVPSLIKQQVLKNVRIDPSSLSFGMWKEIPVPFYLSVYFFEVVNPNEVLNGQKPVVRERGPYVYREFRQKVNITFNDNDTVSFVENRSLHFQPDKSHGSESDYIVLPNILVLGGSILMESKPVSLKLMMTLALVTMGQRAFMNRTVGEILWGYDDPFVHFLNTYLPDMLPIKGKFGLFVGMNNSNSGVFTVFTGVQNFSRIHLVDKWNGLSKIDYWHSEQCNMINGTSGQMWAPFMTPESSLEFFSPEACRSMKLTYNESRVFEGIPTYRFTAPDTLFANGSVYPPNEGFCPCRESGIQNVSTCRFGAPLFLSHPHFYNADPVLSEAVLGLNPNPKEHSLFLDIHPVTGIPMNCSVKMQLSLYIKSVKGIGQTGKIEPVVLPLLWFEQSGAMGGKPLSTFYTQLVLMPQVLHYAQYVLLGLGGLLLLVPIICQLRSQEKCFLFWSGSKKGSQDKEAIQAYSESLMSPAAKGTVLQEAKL
# SR-BI uptake up = activators of SR-BI mediated HDL lipid uptake | CHO ldlA[mSR-BI] cells, DiI-HDL uptake fluorescence, 3 h; 100 = double the neutral-control signal | activation, % at 12.5 µM | hit rate 0.096% among 320,000 | AID 504775;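 active = mean replicate activation of at least 60% and every replicate at or above 60%; inconclusive = mean or all-replicate condition met, but not both; inactive = mean below 60% and not all replicates reaching 60%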;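 note: 0% = median plate neutral-control signal and 100% = twice that signal; values of inactives mirror those of a sister screen read the other way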
#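 Material: SR-BI-overexpressing, LDLR-lacking CHO cells; schedule: compound exposure 3 h, 37 °C; reagent: DiI-labelled HDL at 10 µg/mL final; technique: bottom-read fluorescence, 550/595 nm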
# AddAB inh = less growth of phage-infected E. coli with AddAB. inhibition, % at 11.9 µM. E. coli expressing H. pylori AddAB, absorbance growth. AID 435030. hit rate 0.29% among 330,000; in the data active = inhibition above about 12%;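 note: 0% = vehicle wells of infected cells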
# CAL PDZ FP-2 = CAL PDZ (human) peptide binding inhibition; purified CAL PDZ, TMR-peptide fluorescence polarization, 1 h; inhibition, % at 24.9 µM; hit rate 0.92% among 300,000; Q9HD26; AID 602252;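 active = mean inhibition of at least 30% with at least half of replicates also reaching 30%; inconclusive = no clear call, values can overlap the other calls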;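 note: 0% = DMSO neutral control and 100% = excess unlabeled competitor peptide PRC23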
# An asterisk follows results filed as active; ? = inconclusive; · = not tested or not shown.
# Below each compound – E coli growth	Tat transport	Wnt bcat act	MITF TRPM1 HTS	phage Ecoli inh	CAL PDZ FP-1	SR-BI HDL uptake	SR-BI uptake up	AddAB inh	CAL PDZ FP-2
CCc1ccccc1NC(=O)CN1CCN(C(=O)c2cccc(-n3cnnn3)c2)CC1
  1.4	3.3	-0.1	1.1	2.4	-0.2	-9.8	9.8	-2.7	-5.2
COc1ccc(NC(=O)Nc2c[nH]c(=O)[nH]c2=O)cc1OC
  -1.7	-2.2	1.1	-15.0	-0.7	-1.7	-27.1	27.1	0.3	-4.7
Cc1cc(N2CCN(C)CC2)n2nc(-c3ccc(Cl)cc3)nc2n1
  -1.7	-5.6	7.8	22.0	-2.7	-0.8	16.5	-16.5	0.2	-7.4
O=C(COC(=O)C1COc2ccccc2O1)NC1CCS(=O)(=O)C1 (stereo not drawn)
  -2.0	-10.5	·	4.4	0.2	·	21.6	-21.6	-0.7	-6.1
O=C(CSc1nnc(C2CCCCC2)n1-c1ccccc1)NCc1ccco1
  1.7	-3.3	·	-3.0	1.2	-2.5	-13.1	13.1	0.8	1.2
O=[N+]([O-])c1cccc(N/N=C/c2cc([N+](=O)[O-])ccc2O)c1
  -0.1	0.2	4.2	22.6	2.4	·	29.9	-30.0	0.8	-7.8
COc1ccc(-c2noc(C3CCCN(C(=O)Nc4ccccc4)C3)n2)cc1 (stereo not drawn)
  -0.7	3.4	-0.5	3.5	1.0	-1.2	6.4	-6.4	3.2	1.4
O=C(NCc1n[nH]c(=S)n1-c1ccccc1Cl)c1ccc(S(=O)(=O)N2CCCCC2)cc1
  -1.0	0.7	-2.9	1.1	0.3	0.2	9.5	-9.5	1.0	-4.5
NC(=O)[C@H]1CC2(CC(c3cccc(NC(=O)c4ccccc4)c3)=NO2)CN1C(=O)[C@H]1CCC(=O)N1 (stereo partly drawn)
  -1.1	-5.8	52.9*	-5.1	2.7	-1.6	-19.6	19.6	2.9	-8.3
O=C(CCCC(=O)NCc1ccccc1)NCc1ccccc1
  -0.7	-8.8	·	0.4	4.2	-0.7	-17.0	17.0	4.2	-3.7
CC(C)C(C(=O)OCC(=O)c1cccc([N+](=O)[O-])c1)N1C(=O)[C@@H]2[C@H]3CC[C@H](C3)[C@@H]2C1=O (stereo partly drawn)
  2.3	-6.7	-2.2	5.1	5.3	-0.1	5.4	-5.4	3.2	-1.5
CCOC(=O)C1CCN(C(=O)COC(=O)c2ccccc2OCC)CC1
  1.0	0.2	-2.9	0.8	0.2	-0.2	13.0	-13.0	-1.9	·
COc1cc(-c2ccccc2)[nH]c(=S)n1
  0.5	-4.9	1.9	-0.1	1.0	-0.1	26.5	-26.5	0.6	0.0
COc1ccc(NS(=O)(=O)NC(=O)c2c[nH]c3ccccc23)cc1
  1.7	0.3	-0.5	-7.0	2.8	-1.5	-31.8	31.8	2.2	-1.6
Cc1noc(C)c1C(=O)N1CC(C)OC(C)C1 (stereo not drawn)
  -0.9	-2.9	·	-1.3	3.4	0.2	-11.7	11.7	2.4	·
CCc1c(C#N)c(SCc2c(C)noc2C)nc2c1C(=O)CC(C)(C)C2
  -0.5	-2.8	-10.2	-14.8	2.9	-2.4	47.8	-47.8	0.7	-0.9
O=C(Cc1cccs1)N1CCN=C1SCc1ccc(Br)cc1
  -0.7	2.3	-1.2	-0.9	0.0	-1.4	23.2	-23.2	4.6	-3.7
CC(C)NC(=S)N/N=C/c1cccs1
  -0.9	2.3	-4.4	-1.2	0.6	-2.4	1.7	-1.7	0.3	-2.4
O=C(CSc1ncccn1)NC(=O)NCc1ccccc1
  0.4	8.4	-5.3	-3.7	4.1	-1.5	-3.3	3.3	2.6	1.5
CC(C)(C)OC(=O)NCCCC[C@H](NC(=O)c1nc[nH]c1C(=O)NC1CCN(C(=O)OC(C)(C)C)CC1)C(=O)OC(C)(C)C
  -3.1	34.4	-7.8	-2.7	3.0	-0.8	17.8	-17.8	2.4	-0.8
CC(C)C[C@@H](CN)NC(=O)c1nc[nH]c1C(=O)N[C@@H](Cc1ccccc1)C(=O)CNC[C@H](C)NC(=O)c1nc[nH]c1C(=O)N[C@@H](CC(=O)O)C(=O)O
  ·	-7.8	-1.9	3.4	0.9	1.3	-23.6	23.7	·	0.0
O=S(=O)(c1ccccc1)N(CC(O)CN1CCOCC1)c1ccccc1 (stereo not drawn)
  -2.6	5.9	-3.3	2.3	-1.8	-0.3	11.1	-11.1	-0.8	-5.9
O=C(/C=C/c1cccc([N+](=O)[O-])c1)Nc1cccc(NC(=O)c2cccs2)c1
  0.0	0.5	-1.2	9.8	3.4	-1.2	40.5	-40.5	-0.2	4.3
COc1cc(/C=C2\C(=N)N3N=CSC3=NC2=O)ccc1OS(=O)(=O)c1ccccc1
  ·	10.3	-1.0	-10.7	1.1	-2.3	-4.9	4.9	·	-2.7
COC(=O)c1cc(C(=O)NCCC(C)C)cc([N+](=O)[O-])c1
  0.6	-0.9	-2.5	6.1	4.2	0.6	47.5	-34.6	0.1	3.3
CCN(CC)C1CCN(Cc2c(C(=O)N3CCCCCCC3)nc3ccc(Cl)cn23)C1 (stereo not drawn)
  -0.6	1.7	0.8	1.6	0.4	-2.5	-23.7	23.7	-1.6	-0.9
COc1ccc(CN2CC[C@H]3C=CCc4cccc(c43)C2)cc1
  0.4	-3.6	-5.1	0.8	4.4	-1.2	-10.8	10.8	2.9	-1.0
COc1ccc(C(CNC(=O)c2cccc(NS(=O)(=O)c3ccccc3)c2)N2CCCC2)cc1 (stereo not drawn)
  ·	-0.3	-0.2	·	-0.6	0.6	-0.3	0.3	·	-1.5
O=C(CSc1nc(=O)n2ccccc2n1)NCCc1ccccc1
  -1.1	-10.9	-2.9	-9.5	-0.4	-0.5	-34.1	34.1	-0.3	0.2
CCOc1ccc(S(=O)(=O)NCC(=O)OCc2nnc(-c3ccccc3)o2)cc1
  3.5	-2.6	2.4	8.4	0.8	-1.0	-5.6	5.6	2.2	-1.9
Nc1ccc2c(c1)C(=O)N(c1cccc3ccccc13)C2=O
  -0.3	-11.8	-0.1	·	0.2	-2.1	-26.4	26.4	0.5	-0.9
COc1ccc(CCNC(=O)c2c(-c3ccccc3Cl)noc2C)cc1
  3.4	5.8	-0.1	11.7	4.3	-0.3	7.8	-7.8	1.8	-7.4
COC(=O)[C@]1(CC(C)C)N[C@H](c2ccc(-c3ccc4c(c3)OCO4)cc2)[C@@H]2C(=O)N(C)C(=O)[C@@H]21
  -0.5	-1.9	-0.6	9.9	1.9	0.4	28.5	-28.5	4.2	-6.0
Cc1ccc(C(=O)COC(=O)CNC(=O)c2cccs2)cc1
  -0.3	6.6	-0.5	9.7	2.0	·	-7.4	7.4	-0.5	-5.8
O=C(NCc1ccncc1)c1cccc(S(=O)(=O)N2CCc3ccccc32)c1
  0.2	6.0	-1.9	-26.3	3.2	-0.5	-0.3	0.3	-1.3	4.7
CCN(CC)C(=O)c1cnn(-c2ccccc2)c1NC(=O)c1cccc(F)c1
  -3.2	-2.3	·	2.1	-1.3	-0.5	-18.0	18.0	2.6	·
Cc1ccc(S(=O)(=O)Nc2ccc3ncccc3c2[N+](=O)[O-])cc1
  ·	-3.3	2.6	1.4	1.5	-1.1	-18.2	18.2	·	-1.1
O=c1c2cccnc2[nH]c(=S)n1Cc1ccccc1
  -1.3	-10.1	-8.4	4.0	3.7	-0.7	14.6	-14.6	2.4	-2.4
COc1ccc(S(=O)(=O)N2CCN(C(=O)COc3ccccc3)CC2)cc1
  -0.6	-1.4	0.5	-0.9	10.6	-2.6	-21.6	21.6	3.8	-2.6
Cc1ccc(S(=O)(=O)N2CCCCC2)cc1NC(=O)CSc1nncn1-c1ccccc1
  1.2	0.0	-3.2	-8.2	2.0	-3.3	10.3	-10.3	-0.1	-1.9
Cc1cc2c(=O)[nH]cnc2s1
  2.3	-3.5	·	9.0	-0.1	0.7	-9.5	9.5	3.2	-4.1
CCN(CC)CCn1c2c(c(SCC(=O)Nc3ccc(C(C)C)cc3)nc1=O)CCCC2
  1.0	-1.9	-1.6	-8.8	-1.1	-1.0	-1.4	1.4	0.0	·
CCCn1c(N)c(C(=O)CSc2nc(C)cs2)c(=O)[nH]c1=O
  2.7	0.9	·	-2.1	2.9	-1.8	-6.8	6.8	1.0	3.8
COc1ccc(CC(NC(C)=O)C(=O)N2CCN(C(=O)Nc3ccc(Cl)cc3)CC2)cc1OC (stereo not drawn)
  2.1	-2.6	·	0.0	-0.2	-1.6	18.1	-18.1	2.5	-1.4
O=C1c2ccccc2S(=O)(=O)N1CC(O)Cn1c2ccccc2c2ccccc21 (stereo not drawn)
  1.4	-5.3	·	-4.7	1.3	-3.5	19.2	-19.2	1.5	-0.6
CCOC(=O)N1CCN(C2CC(=O)N(c3ccc(C)cc3)C2=O)CC1 (stereo not drawn)
  2.0	1.5	0.8	-6.2	-1.2	·	-29.7	29.7	3.0	-3.4
CCOc1ccc(NC(=O)C2CC(=O)N(CCc3ccccc3)C2)cc1OC (stereo not drawn)
  0.0	-7.8	0.3	3.8	0.6	-1.9	-11.8	11.8	1.6	0.8
CCCNC(=O)c1onc(CSc2ccncc2)c1C(=O)NCCC
  -2.2	-2.0	-5.4	-10.6	1.7	-1.4	4.4	7.8	-4.7	1.6
O=C(NCCCN1CCCCC1)c1ccc2c(c1)NC(=O)C(N1CCCCC1)S2 (stereo not drawn)
  0.9	5.2	·	-4.8	1.4	0.8	-12.6	12.6	-0.2	-3.7
O=C(O)Cn1cnc2ccccc2c1=O
  0.2	2.6	·	-3.4	0.9	0.3	-7.5	7.5	-0.4	1.7
Cn1c(=O)[nH]c(=O)c2c1nc(NC1CCCC1)n2Cc1ccccc1
  -1.9	-4.1	-1.8	·	0.7	0.4	-39.0	39.0	1.0	-3.5
CCN(CC)CCNC(=O)C(C)c1nn(C)c(=O)c2ccccc12 (stereo not drawn)
  -1.3	-7.2	·	-3.4	2.1	-0.3	0.6	-0.6	2.5	-6.2
COc1ccc(COc2cc(-c3cccc(OC)c3)nc3ccc(NC(=O)c4ccccc4)cc23)cc1
  2.2	2.9	-12.4	-10.9	1.3	-1.5	?	-71.5	2.7	-3.4
CC(=O)COc1ccc(-c2csnn2)cc1
  0.0	8.9	10.1	36.7	1.5	0.5	-2.3	2.3	0.3	0.8

# Some of the entries so far, as tab-separated lines:
structure	E coli growth	Tat transport	Wnt bcat act	MITF TRPM1 HTS	phage Ecoli inh	CAL PDZ FP-1	SR-BI HDL uptake	SR-BI uptake up	AddAB inh	CAL PDZ FP-2
O=C(NCCCN1CCCCC1)c1ccc2c(c1)NC(=O)C(N1CCCCC1)S2 (stereo not drawn)	0.9	5.2	·	-4.8	1.4	0.8	-12.6	12.6	-0.2	-3.7
O=C(O)Cn1cnc2ccccc2c1=O	0.2	2.6	·	-3.4	0.9	0.3	-7.5	7.5	-0.4	1.7

# Screening data: PubChem, several laboratories
